GPR55 LPI antagonism: GPR55 antagonists blocking LPI-driven arrestin recruitment, primary screen, imaging, U2OS, beta-arrestin-GFP, LPI agonist (AID 2013); U2OS GPR55 beta-arrestin-GFP translocation imaging, LPI antagonism; higher % means a stronger effect; one-dose inhibition, % at 10 µM; IC50 in µM for titrated hits; 0.13% of 290,000 active;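 active = spots per cell inhibited over 60%, with over 100 cells counted and total cytoplasm intensity under 500,000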;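 note: U2OS cells stably carrying GPR55 and arrestin-GFP stimulated by 5 µM LPI near EC80; imaged beta-arrestin-GFP aggregate spots per cell after agonist stimulation; plate controls were LPI-stimulated DMSO wells for no effect and DMSO wells without LPI for full effect; some results filed as inactive read as strong as hits; confirmed hits need IC50 under 10 µM and bright autofluorescent wells are also inconclusive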
HIV fusion peptide: cell-free HIV fusion peptide-binding blockers – biochemical, uHTS, fluorescence dequenching, primary screen (AID 1986) | cell-free peptide binding, fluorescence dequenching, 30 min; higher % means a stronger effect | one-dose inhibition, % at 20 µM; IC50 in µM for titrated hits | 0.3% of 290,000 active; in the data active = inhibition mostly above about 52%, no sharp cut-off; inactive = mostly below about 76%; note: some results filed as inactive read as strong as hits
GPR55 activation: selective activators of receptor GPR55 – imaging, U2OS cells, beta-arrestin-GFP redistribution, primary screen (AID 1961) | U2OS GPR55 beta-arrestin-GFP redistribution imaging; higher % means a stronger effect | activation, % at 10 µM, or EC50 in µM where a hit was titrated | 0.048% of 290,000 active;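 active = activation above 40% with more than 50 cells counted in the well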;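 note: U2OS osteosarcoma cells stably expressing GPR55 and beta-arrestin-GFP; plate controls were DMSO negative control for no effect and LPI positive control for full effect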
KOR beta-arrestin-1: kappa opioid receptor blockers – cell-based, luminescence, uHTS (AID 1778) | KOR beta-arrestin recruitment, luminescence, antagonist mode; higher % means a stronger effect | inhibition, % at 10 µM; hits with a dose series show IC50 in µM | 0.091% of 290,000 active; note: strong numbers were not always called active
NOD1 NF-kB reporter: inhibition of NOD1-driven NF-kB reporter – cell-based, luminescence, uHTS, primary screen (AID 1578); NOD1-driven NF-kB luciferase reporter cells, luminescence; higher % means a stronger effect; 1% of 290,000 active; one-dose inhibition, % at 4 µM; EC50 in µM for titrated hits; in the data active = inhibition mostly above about 36%, no sharp cut-off; inactive = mostly below about 34%;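 note: HEK-293T reporter cells stimulated with the NOD1 agonist gamma-tri-DAP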
NOD2 inhibition: NOD2 signaling inhibitors, cell-based, luminescence, uHTS, HEK293 (AID 1566). HEK293 NOD2/NF-kB luciferase reporter, luminescence; higher % means a stronger effect. one-dose inhibition, % at 4 µM; EC50 in µM for titrated hits. 0.63% of 290,000 active; note: many of its hits are not listed in these tables
Myeloid diff MLP: compounds promoting myeloid differentiation; ER-HoxA9 myeloid progenitors, lysozyme-GFP differentiation, flow cytometry; 1% of 360,000 active; calls only at 10 µM;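 active = normalized GFP-positive differentiation at or above the plate's own cutoff, the solvent-only control mean plus 3 SD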;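 note: cells exposed to compound for four days before flow analysis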
KOR beta-arrestin-2: KOR agonists, beta-arrestin recruitment, primary screen, cell-based, luminescence, uHTS (AID 1777); 0.02% of 280,000 active; activation, % at 10 µM; hits with a dose series show EC50 in µM; KOR beta-arrestin recruitment, luminescence; higher % means a stronger effect; in the data active = activation above about 50%, passing the limit was not always enough; note: a part of the inactive calls stands beside numbers as strong as those of hits
GPR35 arrestin U2OS: inhibition of zaprinast-stimulated GPR35 beta-arrestin translocation – imaging, U2OS, beta-arrestin-GFP, zaprinast agonist, primary screen (AID 2058) | U2OS GPR35 beta-arrestin-GFP translocation imaging, zaprinast antagonism; higher % means a stronger effect | one-dose inhibition, % at 10 µM; IC50 in µM for titrated hits | 0.052% of 290,000 active;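 active = inhibition of at least 50% with at least 30 cells and total cytoplasm GFP at most 10,000,000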
Myeloid diff MLP GFP+ MAC1+ %: second read-out of Myeloid diff MLP, no call of its own (marks repeat the call); GFP+ MAC1+ double positive, %; measured here: differentiation confirmed by MAC1 staining
* = called active by the depositor; [ ] = remark or other dose. Cut-off read from the data, not from the text of the source, unless noted: active = inhibition above about 50%; inactive = the rest.

`Cc1cc(NC(=O)Cn2nnc(-c3ccccc3NC(=O)c3ccccc3F)n2)no1` gave GPR55 LPI antagonism -13%, HIV fusion peptide 0.3%, GPR55 activation 0.0%, KOR beta-arrestin-1 -6%, NOD1 NF-kB reporter 10%, NOD2 inhibition 15%, Myeloid diff MLP inactive, KOR beta-arrestin-2 -1.4%, GPR35 arrestin U2OS 14% and Myeloid diff MLP GFP+ MAC1+ % 0.5.
For COc1ccc2nc(C)c(C(=O)NN)cc2c1 the results were GPR55 LPI antagonism 8%, HIV fusion peptide -2.1%, GPR55 activation 0.0%, KOR beta-arrestin-1 -24%, NOD1 NF-kB reporter -10%, NOD2 inhibition 13%, Myeloid diff MLP inactive, KOR beta-arrestin-2 0.8%, GPR35 arrestin U2OS 10% and Myeloid diff MLP GFP+ MAC1+ % 0.1.
For CCOc1cc(CNc2ncn[nH]2)ccc1OCC(=O)NC(C)(C)C the results were GPR55 LPI antagonism 10%, HIV fusion peptide 1.2%, GPR55 activation -0.1%, KOR beta-arrestin-1 0%, NOD1 NF-kB reporter -28%, NOD2 inhibition 0%, Myeloid diff MLP inactive, KOR beta-arrestin-2 2.5%, GPR35 arrestin U2OS -2% and Myeloid diff MLP GFP+ MAC1+ % 0.6.
`CC(=O)Nc1ccc(/C=C/c2ccc3c([N+](=O)[O-])cccc3n2)cc1` gave GPR55 LPI antagonism 6%, HIV fusion peptide -1.4%, GPR55 activation -0.2%, KOR beta-arrestin-1 4%, NOD1 NF-kB reporter -43%, NOD2 inhibition -52%, Myeloid diff MLP inactive, KOR beta-arrestin-2 -0.5%, GPR35 arrestin U2OS 7% and Myeloid diff MLP GFP+ MAC1+ % 0.5.
For COc1c(-c2ccc([N+](=O)[O-])cc2[N+](=O)[O-])c(=O)n(C)c(=O)n1C the results were GPR55 LPI antagonism -3%, HIV fusion peptide -0.2%, GPR55 activation 0.3%, KOR beta-arrestin-1 0%, NOD1 NF-kB reporter -8%, NOD2 inhibition 10%, Myeloid diff MLP inactive, KOR beta-arrestin-2 2.8%, GPR35 arrestin U2OS 2% and Myeloid diff MLP GFP+ MAC1+ % 1.1.
`COCc1cc(CN2CCN(C)CC2)c(O)c2ncccc12` gave GPR55 LPI antagonism 13%, HIV fusion peptide -0.2%, GPR55 activation -0.1%, KOR beta-arrestin-1 -2%, NOD1 NF-kB reporter 24%, NOD2 inhibition -18%, Myeloid diff MLP inactive, KOR beta-arrestin-2 -9.1%, GPR35 arrestin U2OS 6% and Myeloid diff MLP GFP+ MAC1+ % 2.6.
Screening Nc1nnc(CC(=O)N/N=C/c2ccc(-c3cccc(C(=O)O)c3)o2)s1 returned GPR55 LPI antagonism 2%, HIV fusion peptide 11%, GPR55 activation -0.1%, KOR beta-arrestin-1 16%, NOD1 NF-kB reporter -2%, NOD2 inhibition 16%, Myeloid diff MLP inactive, KOR beta-arrestin-2 0.0%, GPR35 arrestin U2OS -3% and Myeloid diff MLP GFP+ MAC1+ % 0.3.
Screening CC(C)COn1c(=S)[nH]c2ccccc2c1=O returned GPR55 LPI antagonism 15%, HIV fusion peptide -1.6%, GPR55 activation -0.1%, KOR beta-arrestin-1 35%, NOD1 NF-kB reporter 0%, NOD2 inhibition -14%, Myeloid diff MLP inactive, KOR beta-arrestin-2 -2.5%, GPR35 arrestin U2OS 1% and Myeloid diff MLP GFP+ MAC1+ % 1.3.
For CCOC(=O)C1=C(C)Nc2ncnn2C1c1c[nH]c2ccccc12 (centres undefined) the results were GPR55 LPI antagonism -8%, HIV fusion peptide -1.2%, GPR55 activation -0.1%, KOR beta-arrestin-1 -35%, NOD1 NF-kB reporter -2%, NOD2 inhibition 8%, Myeloid diff MLP inactive, KOR beta-arrestin-2 3.5%, GPR35 arrestin U2OS 11% and Myeloid diff MLP GFP+ MAC1+ % 0.7.
For O=C(O)CC1(CC(=O)NCc2cccc(Cl)c2)CCCCC1 the results were GPR55 LPI antagonism -5%, HIV fusion peptide 0.5%, GPR55 activation 0.0%, KOR beta-arrestin-1 1%, NOD1 NF-kB reporter -10%, NOD2 inhibition -4%, Myeloid diff MLP inactive, KOR beta-arrestin-2 1.3%, GPR35 arrestin U2OS -3% and Myeloid diff MLP GFP+ MAC1+ % 0.3.
For CS(=O)(=O)N1CCc2cc(NC(=O)c3ccc(Cl)cc3Cl)ccc21 the results were GPR55 LPI antagonism 13%, HIV fusion peptide 0.2%, GPR55 activation 0.1%, KOR beta-arrestin-1 1%, NOD1 NF-kB reporter -30%, NOD2 inhibition 31%, Myeloid diff MLP inactive, KOR beta-arrestin-2 -9.8%, GPR35 arrestin U2OS 1% and Myeloid diff MLP GFP+ MAC1+ % 0.1.
For CCn1cc(C2=NCCO2)c2ccccc21 the results were GPR55 LPI antagonism -6%, HIV fusion peptide -0.2%, GPR55 activation 0.5%, KOR beta-arrestin-1 3%, NOD1 NF-kB reporter 19%, NOD2 inhibition 17%, Myeloid diff MLP inactive, KOR beta-arrestin-2 0.1%, GPR35 arrestin U2OS 9% and Myeloid diff MLP GFP+ MAC1+ % 6.4.
O=C(CCN1CCCCC1)NCNC(=O)CCN1CCCCC1 was read as GPR55 LPI antagonism 11%, HIV fusion peptide 1.8%, GPR55 activation 0.1%, KOR beta-arrestin-1 -8%, NOD1 NF-kB reporter -17%, NOD2 inhibition 6%, Myeloid diff MLP inactive, KOR beta-arrestin-2 -3.6%, GPR35 arrestin U2OS 1% and Myeloid diff MLP GFP+ MAC1+ % 0.1.
For O=C(N/N=C/c1ccc(Cl)cc1)C1CC12CCC2 (centres undefined) the results were GPR55 LPI antagonism 5%, HIV fusion peptide 1.1%, GPR55 activation 0.3%, KOR beta-arrestin-1 9%, NOD1 NF-kB reporter -23%, NOD2 inhibition -15%, Myeloid diff MLP inactive, KOR beta-arrestin-2 -4.4%, GPR35 arrestin U2OS -5% and Myeloid diff MLP GFP+ MAC1+ % 0.2.
Cc1cc(S(=O)(=O)Nc2ccccc2C)ccc1F was read as GPR55 LPI antagonism 7%, HIV fusion peptide -1.1%, GPR55 activation 0.9%, KOR beta-arrestin-1 26%, NOD1 NF-kB reporter -31%, NOD2 inhibition 17%, Myeloid diff MLP inactive, KOR beta-arrestin-2 -5.5%, GPR35 arrestin U2OS -4% and Myeloid diff MLP GFP+ MAC1+ % 0.3.
Screening O=c1cnnc(Nc2ccc(Nc3ccccc3)cc2)[nH]1 returned GPR55 LPI antagonism 2%, HIV fusion peptide -3.8%, GPR55 activation 0.3%, KOR beta-arrestin-1 7%, NOD1 NF-kB reporter -20%, NOD2 inhibition 13%, Myeloid diff MLP inactive, KOR beta-arrestin-2 -5.5%, GPR35 arrestin U2OS -14% and Myeloid diff MLP GFP+ MAC1+ % 0.1.
Cc1ccc2[nH]c(=O)cc(C(=O)OCC(=O)c3ccccc3)c2c1 was read as GPR55 LPI antagonism 4%, HIV fusion peptide -2.6%, GPR55 activation 0.4%, KOR beta-arrestin-1 -22%, NOD1 NF-kB reporter -9%, NOD2 inhibition 7%, Myeloid diff MLP inactive, KOR beta-arrestin-2 -3.0%, GPR35 arrestin U2OS -2% and Myeloid diff MLP GFP+ MAC1+ % 0.8.
Screening COc1cc(CC(=O)OC2CCOC2=O)cc(OC)c1OC (centres undefined) returned GPR55 LPI antagonism 13%, HIV fusion peptide 2.6%, GPR55 activation -0.1%, KOR beta-arrestin-1 15%, NOD1 NF-kB reporter 0%, NOD2 inhibition 11%, Myeloid diff MLP inactive, KOR beta-arrestin-2 -2.0%, GPR35 arrestin U2OS 4% and Myeloid diff MLP GFP+ MAC1+ % 1.3.
For O=C(CN1C(=O)CCS(=O)(=O)c2ccccc21)Nc1cccc(Cl)c1 the results were GPR55 LPI antagonism 2%, HIV fusion peptide 2.2%, GPR55 activation -0.3%, KOR beta-arrestin-1 1%, NOD1 NF-kB reporter -30%, NOD2 inhibition 14%, Myeloid diff MLP inactive, KOR beta-arrestin-2 -2.4%, GPR35 arrestin U2OS 8% and Myeloid diff MLP GFP+ MAC1+ % 0.9.
COc1ccc(CCNS(=O)(=O)c2cccs2)cc1 was read as GPR55 LPI antagonism -15%, HIV fusion peptide -0.3%, GPR55 activation -0.1%, KOR beta-arrestin-1 -58%, NOD1 NF-kB reporter 1%, NOD2 inhibition -15%, Myeloid diff MLP inactive, KOR beta-arrestin-2 5.6%, GPR35 arrestin U2OS 4% and Myeloid diff MLP GFP+ MAC1+ % 1.0.
For CN(C(=O)C12CC3CC(CC(C3)C1)C2)C1CCS(=O)(=O)C1 (centres undefined) the results were GPR55 LPI antagonism 1%, HIV fusion peptide 1.7%, GPR55 activation -0.3%, KOR beta-arrestin-1 -13%, NOD1 NF-kB reporter -18%, NOD2 inhibition -4%, Myeloid diff MLP inactive, KOR beta-arrestin-2 -3.8%, GPR35 arrestin U2OS 3% and Myeloid diff MLP GFP+ MAC1+ % 1.8.
COCC(=O)N(CCc1ccccc1)Cc1cc2cc(C)ccc2nc1Cl was read as GPR55 LPI antagonism 3%, HIV fusion peptide 0.3%, GPR55 activation 0.2%, KOR beta-arrestin-1 -4%[20 µM], NOD1 NF-kB reporter -20%, NOD2 inhibition -1%, Myeloid diff MLP inactive, KOR beta-arrestin-2 -1.2%, GPR35 arrestin U2OS 2% and Myeloid diff MLP GFP+ MAC1+ % 1.1.
`CCOc1cc(-c2nc(-c3ccccc3OC)no2)cc(OCC)c1OCC` gave GPR55 LPI antagonism 1%, HIV fusion peptide 0.9%, GPR55 activation -0.1%, KOR beta-arrestin-1 -22%, NOD1 NF-kB reporter 12%, NOD2 inhibition 11%, Myeloid diff MLP inactive, KOR beta-arrestin-2 1.2%, GPR35 arrestin U2OS 1% and Myeloid diff MLP GFP+ MAC1+ % 0.4.
For CC/S(C)=N/S(=O)(=O)c1ccc(C)cc1 (centres undefined) the results were GPR55 LPI antagonism 0%, HIV fusion peptide 1.3%, GPR55 activation 0.7%, KOR beta-arrestin-1 -2%, NOD1 NF-kB reporter -27%, NOD2 inhibition 10%, Myeloid diff MLP inactive, KOR beta-arrestin-2 2.6%, GPR35 arrestin U2OS 8% and Myeloid diff MLP GFP+ MAC1+ % 2.2.
`O=C(c1ccccc1)c1c[nH]c(C(=O)NCCCN2CCOCC2)c1` gave GPR55 LPI antagonism -2%, HIV fusion peptide -1.6%, GPR55 activation 0.0%, KOR beta-arrestin-1 -32%, NOD1 NF-kB reporter -15%, NOD2 inhibition 12%, Myeloid diff MLP inactive, KOR beta-arrestin-2 6.4%, GPR35 arrestin U2OS -4% and Myeloid diff MLP GFP+ MAC1+ % 0.9.

Screens deposited in PubChem BioAssay by several laboratories.

This is a subset, so the mix of outcomes need not match the whole.
